Assay outcomes (PubChem)
CYP2C9 inhib = inhibitors of human CYP2C9; P11712; CYP2C9 Supersomes, luciferin-H conversion, luminescence; inhibition, % at 5 µM; actives 20% (n = 96,000); AID 777;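 active = blocking of liver enzyme CYP2C9 beyond about 50% at 5 µM, limit read from the data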; also: values of inactives mirror those of a sister screen read the other way
Target sequence (P11712 whole entry, looked up): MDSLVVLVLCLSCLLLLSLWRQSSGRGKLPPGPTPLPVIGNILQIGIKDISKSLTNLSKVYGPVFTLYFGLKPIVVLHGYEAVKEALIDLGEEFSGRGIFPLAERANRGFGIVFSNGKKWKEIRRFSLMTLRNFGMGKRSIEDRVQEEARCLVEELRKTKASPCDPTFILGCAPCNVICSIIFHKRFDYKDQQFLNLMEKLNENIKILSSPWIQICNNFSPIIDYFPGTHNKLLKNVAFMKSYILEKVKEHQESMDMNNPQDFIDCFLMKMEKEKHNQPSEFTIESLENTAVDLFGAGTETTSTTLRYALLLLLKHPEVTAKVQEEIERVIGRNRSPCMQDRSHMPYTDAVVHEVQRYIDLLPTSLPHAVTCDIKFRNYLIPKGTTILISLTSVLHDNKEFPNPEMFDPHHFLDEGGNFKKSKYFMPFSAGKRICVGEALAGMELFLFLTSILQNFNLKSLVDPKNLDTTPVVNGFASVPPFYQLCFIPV
PLK1 inh = PLK1 (human) kinase inhibition | AID 619 | actives 0.53% (n = 97,000) | recombinant PLK1 kinase, TR-FRET peptide phosphorylation | inhibition, % at 10 µM;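 active = inhibition of 50% or more in the single-concentration screen; inactive = inhibition below 50%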;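 also: 0% = DMSO max control and 100% = H-89 dihydrochloride min control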
CYP2C19 activ = activators of human cytochrome P450 2C19; 96,000 tested, under 10 active; activation factor at 5 µM; recombinant CYP2C19, luciferin-H EGE luminescence; hits give high values; 0 = fully inhibited enzyme, 1 = untreated enzyme;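 active = activation factor of at least 2 at 5 µM in the primary screen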;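 also: 0 = wells with 2.5 mM tranylcypromine and 1 = vehicle-only wells; values of inactives mirror those of a sister screen read the other way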
EphB4 antag = blocks human EphB4 binding to ephrin-B2; inhibition, % at 7 µM; P54760; EphB4 LBD / TNYL-RAW-Alexa532 peptide, fluorescence polarization; actives 0.15% (n = 97,000);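 active = inhibition above the screen-wide mean inhibition plus 3 SD, cut at about 15% in these data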;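 also: 0% = DMSO wells and 100% = excess unlabeled TNYL-RAW peptide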
Plk1 PBD FP = Plk1 (human) PBD binding inhibition | AID 693 | inhibition, %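 (tested at about 20 µM)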 | P53350 | Plk1 PBD phosphopeptide binding, fluorescence polarization | actives 0.13% (n = 97,000); in the data active = inhibition above about 34%, passing the limit was not always enough
Rev-RRE block = disrupts HIV-1 Rev binding to RRE RNA. AID 704. Rev peptide-RRE RNA binding, FRET. inhibition, % at 8 µM. P05866. actives 0.79% (n = 97,000);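 active = inhibition above the screen-wide mean plus 3 SD, cut at about 35% in these data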;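 also: 0% = median DMSO wells and 100% = median Neomycin B control wells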
Target sequence (P05866 whole entry, looked up): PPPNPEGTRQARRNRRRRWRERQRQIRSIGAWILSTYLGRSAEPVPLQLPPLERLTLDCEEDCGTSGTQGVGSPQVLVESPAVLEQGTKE
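Probe or stimulus: fluorescein-Rev peptide as binding partner; assay system: Cy5-tagged RRE RNA duplex with fluorescein-tagged Rev peptide; timing: 5 min compound–RNA preincubation, then 15 min with peptide, 25 °C; medium: HEPES pH 7.5 buffer with KCl, MgCl2, NaCl and EDTA; signal: fluorescein-to-Cy5 FRET, 480 nm excitation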
PLAP act = activators of human placental alkaline phosphatase. P05187. purified PLAP enzyme, luminescent substrate read-out; hits give high values. activation fold at 20 µM. actives 1.2% (n = 96,000). AID 696; in the data active = activation fold above about 2
CYP2C19 inhib = blocks human cytochrome P450 2C19; P33261; CYP2C19 Supersomes, luciferin-H EGE luminescence, 30 min; inhibition, % at 5 µM; actives 21% (n = 96,000); AID 778;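 active = CYP2C19 inhibition above a set limit at 5 µM in the primary screen, cut at about 50% in these data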;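 also: plate controls were negative control wells for no effect and 2.5 mM tranylcypromine positive control for full effect; values of inactives mirror those of a sister screen read the other way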
CYP2C9 activ = activators of human CYP2C9. AID 1024. activation factor at 5 µM. P11712. recombinant CYP2C9, luciferin-H conversion, luminescence; hits give high values; factor 1 = untreated enzyme, 0 = blocked. actives 1.4% (n = 96,000);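 active = activation factor of 2 or more for CYP2C9 at a 5 µM dose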;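 also: 0 = sulfaphenazole-blocked wells and 1 = vehicle-only wells; values of inactives mirror those of a sister screen read the other way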
Active calls of the source: *; · = not tested or not shown.

SMILES	CYP2C9 inhib	PLK1 inh	CYP2C19 activ	EphB4 antag	Plk1 PBD FP	Rev-RRE block	PLAP act	CYP2C19 inhib	CYP2C9 activ
COc1ccc(CCNS(=O)(=O)c2ccc3c(c2)CCN3C(=O)C2CC2)cc1OC	66*	-1	0.6	11	-9	7	1.2	45	0.3
CCC(OC(=O)c1cccs1)C(=O)NC1CCCCC1 (stereo unspecified)	28	-12	0.2	-4	1	4	1	75*	0.7
O=c1c(N2CCCCC2)coc2ccccc12	-29	-4	0.8	0	-3	1	0.8	15	1.3
COc1ccc(S(=O)(=O)NCCC(=O)NCc2ccc(F)cc2)cc1	-176	-9	1	-6	-6	-2	0.9	1	2.8*
Brc1ccc(-c2nnc3sc(CN4CCC5(CC4)OCCO5)cn23)cc1	-12	-10	1	-4	-9	-5	1.1	1	1.1
c1ccc(C(c2nnnn2C2CCCC2)N2CCCCCC2)nc1 (stereo unspecified)	46	-10	0.5	5	-1	7	1.7	52*	0.5
CN(C(=O)COc1cc(=O)n(C)c2ccccc12)c1ccc(Br)cc1	67*	-7	0.9	-2	-2	13	1.2	8	0.3
CCC(=O)N(CC)C1=C(O)c2ccccc2C(=O)C1=O	35	-9	0.8	-3	-15	6	0.7	17	0.6
COc1cccc(N(CC(=O)NC(C)(C)C)C(=O)C2CSC(=O)C2)c1 (stereo unspecified)	7	-10	0.6	4	-26	0	1.6	45	0.9
Cc1cc(C(=O)CN2C(=O)c3ccccc3S2(=O)=O)c(C)n1CC1CCCO1 (stereo unspecified)	-30	·	1	·	·	·	1.2	2	1.3
CC(=O)c1cccc(NC(=O)c2cc(C(C)C)on2)c1	28	-13	0.6	-4	-13	7	0.9	38	0.7
CC1CCc2c(C(=O)N3CCN(S(=O)(=O)c4cccs4)CC3)csc2C1 (stereo unspecified)	77*	-2	0.2	-3	-20	8	1.3	78*	0.2

Two entries from above, with bars between the fields:
SMILES | CYP2C9 inhib | PLK1 inh | CYP2C19 activ | EphB4 antag | Plk1 PBD FP | Rev-RRE block | PLAP act | CYP2C19 inhib | CYP2C9 activ
Cc1cc(C(=O)CN2C(=O)c3ccccc3S2(=O)=O)c(C)n1CC1CCCO1 (stereo unspecified) | -30 | · | 1 | · | · | · | 1.2 | 2 | 1.3
COc1ccc(CCNS(=O)(=O)c2ccc3c(c2)CCN3C(=O)C2CC2)cc1OC | 66* | -1 | 0.6 | 11 | -9 | 7 | 1.2 | 45 | 0.3

The main list resumes, repeating the seven entries before the break.
SMILES	CYP2C9 inhib	PLK1 inh	CYP2C19 activ	EphB4 antag	Plk1 PBD FP	Rev-RRE block	PLAP act	CYP2C19 inhib	CYP2C9 activ
c1ccc(C(c2nnnn2C2CCCC2)N2CCCCCC2)nc1 (stereo unspecified)	46	-10	0.5	5	-1	7	1.7	52*	0.5
CN(C(=O)COc1cc(=O)n(C)c2ccccc12)c1ccc(Br)cc1	67*	-7	0.9	-2	-2	13	1.2	8	0.3
CCC(=O)N(CC)C1=C(O)c2ccccc2C(=O)C1=O	35	-9	0.8	-3	-15	6	0.7	17	0.6
COc1cccc(N(CC(=O)NC(C)(C)C)C(=O)C2CSC(=O)C2)c1 (stereo unspecified)	7	-10	0.6	4	-26	0	1.6	45	0.9
Cc1cc(C(=O)CN2C(=O)c3ccccc3S2(=O)=O)c(C)n1CC1CCCO1 (stereo unspecified)	-30	·	1	·	·	·	1.2	2	1.3
CC(=O)c1cccc(NC(=O)c2cc(C(C)C)on2)c1	28	-13	0.6	-4	-13	7	0.9	38	0.7
CC1CCc2c(C(=O)N3CCN(S(=O)(=O)c4cccs4)CC3)csc2C1 (stereo unspecified)	77*	-2	0.2	-3	-20	8	1.3	78*	0.2
Cc1nn(-c2ccc(F)cc2F)c2c1-c1nc(N3CCCC3)ncc1CC2	30	18	1	-4	-7	1	0.9	2	0.7
Cn1ncc(Cl)c1C(=O)Nc1ccc(Cl)cn1	·	-10	·	-1	9	7	·	·	·
NC(=O)c1sc2nc3c(c(-c4cccs4)c2c1N)CCCCC3	-8	-13	1.1	2	6	4	1	-13	1.1
Cn1c(=O)c(-c2ccccc2)nn2c3ccccc3nc12	74*	-8	0.4	-4	4	2	1.2	62*	0.3
CN(C)S(=O)(=O)c1cccc(C(=O)C2=C3SC=C(c4ccccc4)N3CC2)c1	1	-16	1	-2	23	5	1.1	3	1
CC(=O)c1c(C)[nH]c(C(=O)CSc2nnc(-c3ccc(Cl)cc3)n2CC2CCCO2)c1C (stereo unspecified)	11	-12	0.9	0	-35	6	1.7	9	0.9
C=CCn1c(=O)c2ccccc2n2c(SCC(=O)c3ccccc3)nnc12	71*	-5	0.2	0	-29	3	1.4	82*	0.3
COC(=O)C(C)Sc1nc2c(c(-c3ccc(OC)cc3)c1C#N)-c1ccccc1C2=O (stereo unspecified)	·	-6	·	-2	-10	3	·	·	·
Cc1c(N=C/C=C/c2ccccc2)cnn1C	3	9	1.1	4	-12	9	0.9	-11	1
CCOc1ccccc1C1CC(=O)Nc2cc3c(cc21)OCO3 (stereo unspecified)	66*	-13	0	5	-7	6	0.9	98*	0.3
CC(=O)N1CCN(C(=S)c2ccc([N+](=O)[O-])cc2)CC1	2	-12	0.5	1	4	4	0.9	51*	1
CCCC(=O)N1CCN(c2ccc(NC(=O)c3ccccc3)cc2)CC1	48	-11	0.6	7	-7	3	1.1	40	0.5
c1ccc(CN2CCN(C3=Nc4cccc5cccc3c45)CC2)cc1	14	-5	0.4	1	-33	32	1.5	57*	0.9
Cc1cccc(-c2nnc(SCc3ccccc3)o2)c1	-10	-4	0.9	2	5	6	1	9	1.1
Cc1nc2ccccc2n1CC(=O)NCc1ccccc1	-1	2	0.9	3	-4	8	0.9	9	1
Cc1sc2ncnc(N3CCCCC3)c2c1C	-21	1	1	8	-12	6	0.8	-4	1.2
O=C(Nc1ccccc1)NC1(C(=O)NCc2ccco2)CCCCC1	40	-7	0.9	-1	-33	5	1.3	15	0.6
O=C(NCC1CCCO1)c1cccnc1Nc1ccccc1F (stereo unspecified)	-4	-5	0.9	-7	-32	-1	0.9	8	1
CN(CCCNC(=O)COc1cc(=O)n(C)c2ccccc12)Cc1ccccc1	-11	-1	1.1	-1	13	0	1.4	-10	1.1
COc1ccc(C)cc1S(=O)(=O)Nc1cccc(Cl)c1Cl	·	-11	·	-5	14	6	·	·	·
CCOc1ccc(S(=O)(=O)Nc2ccccc2SC)c2cccnc12	71*	-5	1	-4	10	-5	1	3	0.3
CCCc1cc(=O)[nH]c(SCC(=O)c2cc(C)n(CCOC)c2C)n1	-5	-12	0.9	3	0	-5	1.2	6	1
COc1ccc(-c2nnn(CC(=O)N3CCN(c4ccccc4OC)CC3)n2)cc1	·	-2	·	2	-10	5	·	·	·
CCC(C)(c1ccc(C=O)s1)c1ccc(C=O)s1	52*	-2	0.7	0	-9	4	0.9	28	0.5
C=CCn1c(SCC(=O)c2cc(C)n(Cc3cccs3)c2C)nnc1-c1ccncc1	36	·	0.6	·	·	·	1.5	44	0.6
Clc1ccc(C2=CSC3=Nc4cccc5cccc(c45)N23)cc1	·	3	·	3	-10	15	·	·	·
CC(=O)Nc1ccc(S(=O)(=O)Nc2c(C)n(C)n(-c3ccccc3)c2=O)cc1	-7	-12	1.1	-2	-1	8	1.2	-13	1.1
O=C1N[C@@H](Cc2ccccc2)C(=O)N1CCN1CCOCC1	-26	-6	1	1	8	1	0.8	4	1.3
O=C(c1ccc2c(c1)N(Cc1ccccc1)CCS2)N1CCCCC1	14	-12	0.8	-4	15	2	1.1	17	0.9
O=C(CN1CCCCCC1)N1c2ccccc2Sc2ccc(C(F)(F)F)cc21	·	-9	·	-1	8	11	·	·	·
O=C1c2ccccc2-c2c1cccc2C(=O)N(CCO)CCO	-5	·	0.9	·	·	·	1	12	1
O=C(COC(=O)CNC(=O)C1CCCCC1)Nc1ccc(Cl)cn1	·	-8	·	7	17	5	·	·	·
O=C(COc1ncnc2ccccc12)N1CCOCC1	-10	·	1.1	·	·	·	0.9	-12	1.1
Cn1nnnc1SCC(=O)NCCc1ccc(Cl)cc1	11	-10	0.7	-8	-16	6	1	27	0.9
Cc1cc(NC(=O)c2cc(-c3cccc(Cl)c3)on2)no1	-16	-8	1.1	-2	6	4	1	-12	1.2
O=c1c2ccccc2nc2n1CC/C2=C\c1ccccc1[N+](=O)[O-]	18	-8	1.1	-1	-4	-2	1	-5	0.8
COc1cc2[nH]c(=O)n(CCCCCC(=O)NCCCN3CCOCC3)c(=O)c2cc1OC	8	·	1	·	·	·	1.1	-3	0.9
Cc1ccc2c3c1C(=O)C(=O)N3C(C)(C)CC2C (stereo unspecified)	3	-5	0.8	-2	-21	2	0.9	16	1
O=C(NCc1ccco1)c1cc(-c2ccco2)on1	-58	-8	1	5	10	0	0.9	-3	1.6
Cc1nc2ccc(C(=O)N3CCSCC3)cc2s1	1	-9	1.1	2	17	11	1.1	-5	1
